# Source: PubChem
# ERK EGF block: blocks ERK signaling stimulated by EGF; HEK293-V1b, EGF-stimulated phospho-ERK AlphaScreen; Potency, µM (titrated, usually from 11.5 µM), inactives show at the highest dose activity change, negative = inhibition, usual class: inhibitors; actives 0.41% (n = 130,000); AID 1454; active means well fitted inhibition curve with a large enough effect; inconclusive means small, poorly fitted or top-dose-only effect, or effect the other way;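 further: plate controls were stimulated vehicle wells for no effect and unstimulated vehicle basal for full effect; nearly all actives have a fitted effect of over 55% in size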
#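 Cell line HEK293 (stable V1b), low serum overnight. Pretreatment: compound 30 min, 37C. EGF 25 nM, 5 min. Detection: SureFire AlphaScreen, 5 h RT. AC50 via standard Hill equation.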
# An asterisk follows results filed as active; ? = inconclusive; & = joins results of further samples; [ ] = dose if it differs, or a comment. Potency means the concentration at half of the fitted maximal effect.
no.	Molecule	ERK EGF block
1	Cc1nc(NC(=O)c2cccc(-c3cc4ccccc4oc3=O)c2)ccc1Br	2.7%
2	CC1CCCC(NC(=S)NC(=O)c2ccccc2Br)C1C (stereo not drawn)	5.8%
3	N/C(=N\OC(=O)/C=C/c1ccccc1)c1ccccn1	-8.8%
4	COC(=O)CCC/C=C1\SC[C@@H](NC(=O)c2ccccc2)C1NC(C)=O (stereo partly drawn)	-2.0%
5	CCN(CC)C(=O)CSc1nnc(CSc2ncccn2)n1C	-5.5%[57.5 µM]
6	Cc1snc(SCC(=O)c2ccc([N+](=O)[O-])cc2)c1C#N	-6.2%
7	COc1ccccc1NC(=O)c1sc2ncn(Cc3cccc4ccccc34)c(=O)c2c1C	16.1%
8	O=C(N/N=C/c1cc([N+](=O)[O-])ccc1Cl)c1cnccn1	-1.2%
9	COc1cc(/C=C2/NC(=O)NC2=O)cc(Br)c1OCc1ccccc1	0.5%
10	Cc1cc(C)nc(N(C#N)Cc2cccc(Cl)c2)n1	-4.6%
11	Cc1ncccc1C(=O)N1CCCC(CNC(=O)C2(c3ccc(Cl)cc3)CC2)C1 (stereo not drawn)	-3.5%
12	CCOP(=O)(OCC)C(Nc1ccccc1)c1ccco1 (stereo not drawn)	3.0%
13	CC(=O)NCC(=O)OCN1C(=O)c2ccccc2C1=O	-3.2%
14	CCCNc1nc(Cl)nc(NC(C)(C)C)n1	-27.3%
15	CCOc1ccccc1NC(=O)COC(=O)c1cc(C(=O)OC)cc([N+](=O)[O-])c1	0.4%
16	Cc1nn(Cc2ccc(F)cc2)c(Cl)c1/C=N/NC(=O)c1cccnc1	-1.1%
17	CC[C@@](N)(C(=O)O)c1ccc(C(=O)O)cc1	-8.0%
18	CC(C)C(=O)Nc1cccc(NC(=O)c2cccc(Br)c2)c1	28.5%
19	Cc1ccc(OCCOC(=O)c2sc(=S)n(C)c2C)cc1	2.7%
20	Cc1ccc(/C(N)=N/OC(=O)c2ccco2)cc1	2.1%
21	COc1ccc(/C(N)=N/OC(=O)Cc2ccccc2[N+](=O)[O-])cc1	8.7%
22	O=C(O)CSc1nnc(COc2ccc([N+](=O)[O-])cc2)n1-c1ccccc1	4.1%
23	CCn1c(SCC(=O)NC(=O)NC(C)(C)C)nc2ccccc21	2.5%
24	COC(=O)c1ccccc1NC(=S)N1CCN(c2ccc(OC)cc2)CC1	1.2%
25	CSCc1ccc(C(=O)Nc2cccc(C)c2C)cc1	4.2%
26	CCCCNC(=S)Nc1ccc(C(F)(F)F)cc1	-1.9%
27	COc1ccc(-c2cc(=O)c3c(OC)c(OC)c(OC)c(OC)c3o2)cc1OC	?
28	O=C(Nc1nnc(C2=COCCO2)o1)C1CCCCC1	1.2%
29	Cc1ccc(C(=O)CC(c2cccs2)S(=O)(=O)c2ccc(C)cc2)cc1 (stereo not drawn)	5.0%
30	O=C(NCCOC(=O)c1ccc([N+](=O)[O-])cc1)c1cccnc1	1.4%
31	O=C(c1ccc(Cl)c(S(=O)(=O)N2CCCC2)c1)N1CCN(c2ccccc2F)CC1	-2.4%
32	CC(C)(C)OC(=O)N1CCC[C@H]1C(=O)N/N=C/c1ccc2ncccc2c1	8.9%[57.5 µM]
33	CS(=O)(=O)Nc1cccc(-c2cncnc2NCc2cccs2)c1	19.0%
34	O=C(CSc1nnc(-c2ccncc2)o1)c1ccc2c(c1)OCCO2	-2.7%
35	Cc1cccn2c(=O)c3cc(C(=O)NC4CCCCC4)c(=N)n(CCN4CCOCC4)c3nc12	2.2%[57.5 µM]
36	Cc1ccsc1C(=O)OCC(=O)NC1CCS(=O)(=O)C1 (stereo not drawn)	5.9%
37	O=C(NC1CCCCC1)N(C1=NCCCCC1)c1ccc(Br)cc1	-1.7%
38	COc1ccc(NC(=S)NCCCN2CCCC2)cc1Cl	-0.3%
39	CC(O)C(O)C(O)C(O)/C=N/NC(=O)c1ccccc1 (stereo not drawn)	4.6%
40	CS(=O)(=O)N(Cc1ccc(Cl)cc1)c1ccc(C(=O)NCCSc2ccccn2)cc1	5.8%
41	C=CCOc1ccc(/C=N/N2C(=O)C(CC(=O)Nc3ccc(F)cc3F)SC2=NC)cc1 (stereo not drawn)	?
42	COc1ccc(C2CC(C(F)(F)F)n3nc(C(=O)O)cc3N2)cc1 (stereo not drawn)	-3.5%[57.5 µM]
43	CCOc1ccc(C(=O)NCC(=O)OCc2ccc(F)cc2Cl)cc1	8.6%
44	NC(CO)C(O)c1ccc([N+](=O)[O-])cc1 (stereo not drawn)	-10.0%[57.5 µM]
45	CCCCc1cc2c(s1)CCCC/C2=N/O	?
46	COc1cccc(CNC(=O)C(C(=O)NCc2cccc(OC)c2)c2ncc(C(F)(F)F)cc2Cl)c1	-0.6%
47	Cc1cccc(N2CCN(C(=O)N3CCCCC3)CC2)c1C	7.3%
48	CCN(CC)C(=O)C(C)N(C#N)c1nc(Cl)nc(N(C)C)n1 (stereo not drawn)	-2.7%
49	CCNC(=S)/N=C(/Nc1ccc(OC)cc1)Nc1nc(C)cc(C)n1	-2.7%[57.5 µM]
50	CC(C)(C)NC(=O)CSc1nc(-c2ccccc2)cc(=O)[nH]1	-9.2%

# (cont.)
no.	Molecule	ERK EGF block
51	c1cncc(Oc2cccc(Oc3cccnc3)c2)c1	4.8%
52	O=C(CC(=O)N/N=C/c1ccccc1O)NCc1cccnc1	3.4%
53	FC(F)(F)c1cccc(Cc2noc(CN3CCC(c4ccncc4)CC3)n2)c1	7.8%
54	CNC(=S)NCCCc1ccccc1	-9.4%
55	Cc1ccc(C(=O)N/C(=C/c2ccc(-c3cccc([N+](=O)[O-])c3)o2)C(=O)NC(C)(C)C)cc1	3.4%
56	O=C(Nc1cccc(C(F)(F)F)c1)Oc1ccccc1N1CCOCC1	-5.2%[57.5 µM]
57	O=C(/C=C/c1ccc2c(c1)OCO2)Nc1c(C(=O)O)[nH]c2ccccc12	5.9%
58	CCc1nc(NCCO)c(C#N)c2c1CCCC2	-3.9%[57.5 µM]
59	CCN1/C(=C/C(C)=C/c2sc3ccccc3[n+]2CC)Sc2ccccc21	17.8µM*
60	CCOC(=O)c1[nH]c2ccc(Br)cc2c1NC(=O)CCN1CCOCC1	3.5%[57.5 µM]
61	COC(=O)c1cc(Cl)c(NC(=O)/C=C/c2ccc(OC)cc2)cc1OC	0.3%
62	COc1ccc(NC(=O)CNS(=O)(=O)c2ccc(Cl)cc2)cc1	1.1%
63	Cc1occc1C(=O)NNC(=O)C1CCCCC1	12.6%
64	Cc1nn(CCC(=O)NNC(=S)Nc2ccc(F)cc2)c(C)c1Br	-5.5%
65	CCOc1cc(/C=C2\NC(=O)NC2=O)cc([N+](=O)[O-])c1O	10.7%[57.5 µM]
66	COc1ccc(/C=N/NC(=O)c2ccc3nc[nH]c3c2)c(OC)c1OC	14.1%[57.5 µM]
67	O=C(N/N=C/c1ccc(OCc2ccccc2)cc1)c1ccncc1	-3.1%
68	Cc1ccc(-c2nnc(SCC(N)=O)n2C)cc1	6.1%
69	COc1ccc(Cl)cc1-c1nc(-c2ccc(NC(=O)c3cccs3)cc2)no1	12.0%
70	Cc1ccc(NC(=S)NNC(=S)NC2CCCCC2)cc1	1.1%
71	CC(C)Oc1cccc(C(=O)C2CCCN(Cc3cccn3-c3cccnc3)C2)c1 (stereo not drawn)	?
72	COc1ccc(CCN(C)CCc2ccc(OC)c(OC)c2)cc1OC	0.6%&-9.7%
73	COc1ccc(S(=O)(=O)c2c(C)c(NS(=O)(=O)c3ccccc3)cc(C)c2O)cc1	-4.3%[57.5 µM]
74	CC(C)NC(=O)c1cc2ccccc2o1	-1.7%
75	Cc1nn(C(C)C)c(C)c1CN1CCN(Cc2ccsc2)C(CCO)C1 (stereo not drawn)	-14.3%[57.5 µM]
76	Cc1ccc(-c2nn(-c3ccccc3)cc2C(=O)N2CCN(c3ccccn3)CC2)cc1	4.2%
77	C=CCn1c(-c2ccc(OC)c(OC)c2)n[nH]c1=S	?
78	O=C(O)c1ccc(-n2cccn2)nc1	-6.8%
79	Cc1ccc2c(CC(=O)OC(C)C(=O)Nc3ncc(Cl)cc3Cl)coc2c1 (stereo not drawn)	-9.1%
80	CSc1sc(C(=O)NNC(C)=O)c2c1C=CCC2	7.7%[57.5 µM]
81	O=C(Nc1cccnc1)c1cc(-c2ccccc2)on1	6.1%
82	C=CCOc1ccc(/C=C2\N=C(C)OC2=O)cc1OC	-7.5%[57.5 µM]
83	CCOc1cc(/C=N/Nc2nc(=O)[nH]nc2C)ccc1O	-3.6%
84	Cn1c(=O)c2c(nc(SCC(=O)NCc3ccc4c(c3)OCO4)n2Cc2ccc(F)cc2)n(C)c1=O	1.4%
85	CS(=O)(=O)Oc1ccc(Br)cc1/C=C1/N=C(c2ccco2)OC1=O	2.7%
86	O=C(COc1ccc(Br)cc1Cl)c1ccc[nH]1	-5.5%
87	COc1ccc(/C=N/N=C2\SCC(=O)N2c2c(C)n(C)n(-c3ccccc3)c2=O)cc1OC	1.3%
88	Cc1cccc(NC(=O)CNC(=O)COc2ccc(-c3ccc(C#N)cc3)cc2)c1C	-6.0%
89	COc1ccccc1CNC(=O)CN(c1cccc([N+](=O)[O-])c1)S(C)(=O)=O	-0.4%
90	COc1ccc(C(=O)c2cc([N+](=O)[O-])ccc2N2CCCC2)cc1	1.0%
91	Cc1ccc(S(=O)(=O)Nc2cc(-c3ccccc3)nn2C)cc1	9.3%[57.5 µM]
92	CC1=NN(C(=O)c2ccoc2C)C(O)(C(F)(F)F)C1 (stereo not drawn)	2.1%[57.5 µM]
93	COc1cccc(N2CCN(CC(=O)NC3=Nc4ccccc4N=C(C)C3c3ccccc3)CC2)c1 (stereo not drawn)	-14.7%[57.5 µM]
94	CCCc1cc(C(=O)N2CCCC(C(=O)c3cccc4ccccc34)C2)n(C)n1 (stereo not drawn)	?
95	CC(C)Cc1ccc(C(C)NC(=O)c2ccc(=O)[nH]c2)cc1 (stereo not drawn)	-4.7%
96	Cc1nn(Cc2ccc(F)cc2)c(Cl)c1/C=N/NC(=O)c1ccccc1	-6.3%
97	O=C(O)CCCNc1c(C(=O)Nc2ccc(Cl)cc2)cc([N+](=O)[O-])cc1[N+](=O)[O-]	-5.1%
98	CCCn1c(NC(=S)Nc2ccccc2)nc2ccccc21	3.4%
99	CCC(=O)N[C@@H]1CCc2cccc(OC)c2C1	-0.9%
100	CC(=O)O[C@H](C(=O)O[C@@H]1C[C@@H](CCC[C@H]2O[C@H](C(=O)OC(C)C)CC[C@@H]2C)O[C@@H](CC#N)C1)c1ccccc1	6.3%

# Following part
no.	Molecule	ERK EGF block
101	CCCN(Cc1cc2cc(C)ccc2[nH]c1=O)C(=O)c1ccccn1	-6.0%[57.5 µM]
102	CCN1C(=O)C(CC(=O)Nc2ccc(OC)cc2)N(CCCN2CCN(c3ccc(OC)cc3)CC2)C1=S (stereo not drawn)	-6.3%
103	O=C(/C=C/c1ccncc1)c1cc(Cl)ccc1O	9.5%[57.5 µM]
104	CCOC(=O)c1[nH]cnc1C(=O)Nc1ccccc1OC	-0.3%
105	NC(=O)[C@@H]1CC2(CC(c3cccc(NC(=O)CC(c4ccccc4)c4ccccc4)c3)=NO2)CN1C(=O)[C@@H]1CCC(=O)N1 (stereo partly drawn)	-6.6%[57.5 µM]
106	COc1ccc(CN2CCN(C(=O)c3ccc(-c4ccccc4)cc3)CC2)c(OC)c1OC	-8.5%
107	Cc1cccc2cc3cccc(C)c3nc12	14.6%[57.5 µM]
108	Cc1ccc(S(=O)(=O)Nc2ccc(C(=O)Nc3cc(C)on3)cc2)cc1	0.2%
109	CCN(CC)C(=S)Nc1ccc(OC(F)F)cc1	?
110	CC(=O)Nc1ccc(S(=O)(=O)Nc2nc3ccccc3nc2Nc2cccc(S(N)(=O)=O)c2)cc1	2.7%[57.5 µM]
111	CC1CC(C)(C)NC(=S)N1CC(=O)NCc1ccccc1Cl (stereo not drawn)	5.7%
112	NC1=NN=C(c2ccc3c(c2)OCCO3)CS1	-0.4%
113	COc1ccc(CNC(=O)C2CCCN(c3nccc(C)n3)C2)cc1 (stereo not drawn)	2.8%
114	O=C(CN1CCN(c2ccccc2)CC1)Nc1scc2c1c(=O)oc1ccccc12	-16.4%[57.5 µM]
115	Cc1oc2cc([N+](=O)[O-])c(O)c([N+](=O)[O-])c2c1C(=O)c1ccc(Br)cc1	-2.6%[57.5 µM]
116	COc1ccc(OC)c(-c2csc(NC(=O)CSc3ccc(Br)cc3)n2)c1	-3.5%
117	Cc1cc(NC(=O)c2ccc(COc3ccccc3Cl)o2)no1	-1.6%
118	COc1ccc2c(c1)CC(C)C/C2=N\NC(=O)c1ccco1 (stereo not drawn)	-12.4%
119	CCc1ccc(C(=O)NNc2ccc(Cl)cc2)cc1	-2.2%[57.5 µM]
120	NCCCC[C@@H]1NC(=O)c2cc([N+](=O)[O-])cc(I)c2SC[C@@H](C(=O)NCC(N)=O)NC(=O)CNC1=O	-1.9%

# Reprinted at random: 4 records from the list, in no set order.
no.	Molecule	ERK EGF block
119	CCc1ccc(C(=O)NNc2ccc(Cl)cc2)cc1	-2.2%[57.5 µM]
115	Cc1oc2cc([N+](=O)[O-])c(O)c([N+](=O)[O-])c2c1C(=O)c1ccc(Br)cc1	-2.6%[57.5 µM]
120	NCCCC[C@@H]1NC(=O)c2cc([N+](=O)[O-])cc(I)c2SC[C@@H](C(=O)NCC(N)=O)NC(=O)CNC1=O	-1.9%
114	O=C(CN1CCN(c2ccccc2)CC1)Nc1scc2c1c(=O)oc1ccccc12	-16.4%[57.5 µM]

# Following part:
no.	Molecule	ERK EGF block
121	CC(=O)OC(C(=O)N1CCN(c2ccc(F)cc2)CC1)c1ccccc1 (stereo not drawn)	10.6%
122	CSc1nnc(NC(=O)c2cc(=O)c3cc(C)cc(C)c3o2)s1	9.1%[57.5 µM]
123	N#Cc1ccc(C23CC4(C2)[C@H](CN(Cc2cccnc2)[C@@H]4c2ccccc2)C3c2ccccc2)cc1 (stereo partly drawn)	-8.1%
124	COc1ccc(OCc2nnc(SCC(=O)NNC(=O)c3ccc(C)cc3)n2C)cc1	-1.5%
125	CC(C)Oc1ccc(Cn2c(-c3ccco3)n[nH]c2=S)cc1	-8.1%

# An excerpt, so the mix of outcomes need not match the whole.
